PAFAH2 FP inh: PAFAH2 (human) inhibition | recombinant PAFAH2, FP-rhodamine activity probe, fluorescence polarization | inhibition, % at 3.39 µM | AID 492956 | actives 0.99% (n = 340,000);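 active means inhibition above the mean over all tested compounds plus 3 SD, cut at about 30% in these data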;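 further: inhibitors block probe labeling of enzyme so polarization drops; 0% = enzyme with DMSO and 100% = wells lacking PAFAH2 protein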
AHR activator: human AHR activation; P35869; AHR-responsive luciferase reporter cells, luminescence; activation, % at 5 µM; actives 2.5% (n = 320,000); in the data active means activation above about 47%;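 further: 0% = vehicle wells and 100% = reference agonist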
Target sequence (P35869 whole entry, looked up): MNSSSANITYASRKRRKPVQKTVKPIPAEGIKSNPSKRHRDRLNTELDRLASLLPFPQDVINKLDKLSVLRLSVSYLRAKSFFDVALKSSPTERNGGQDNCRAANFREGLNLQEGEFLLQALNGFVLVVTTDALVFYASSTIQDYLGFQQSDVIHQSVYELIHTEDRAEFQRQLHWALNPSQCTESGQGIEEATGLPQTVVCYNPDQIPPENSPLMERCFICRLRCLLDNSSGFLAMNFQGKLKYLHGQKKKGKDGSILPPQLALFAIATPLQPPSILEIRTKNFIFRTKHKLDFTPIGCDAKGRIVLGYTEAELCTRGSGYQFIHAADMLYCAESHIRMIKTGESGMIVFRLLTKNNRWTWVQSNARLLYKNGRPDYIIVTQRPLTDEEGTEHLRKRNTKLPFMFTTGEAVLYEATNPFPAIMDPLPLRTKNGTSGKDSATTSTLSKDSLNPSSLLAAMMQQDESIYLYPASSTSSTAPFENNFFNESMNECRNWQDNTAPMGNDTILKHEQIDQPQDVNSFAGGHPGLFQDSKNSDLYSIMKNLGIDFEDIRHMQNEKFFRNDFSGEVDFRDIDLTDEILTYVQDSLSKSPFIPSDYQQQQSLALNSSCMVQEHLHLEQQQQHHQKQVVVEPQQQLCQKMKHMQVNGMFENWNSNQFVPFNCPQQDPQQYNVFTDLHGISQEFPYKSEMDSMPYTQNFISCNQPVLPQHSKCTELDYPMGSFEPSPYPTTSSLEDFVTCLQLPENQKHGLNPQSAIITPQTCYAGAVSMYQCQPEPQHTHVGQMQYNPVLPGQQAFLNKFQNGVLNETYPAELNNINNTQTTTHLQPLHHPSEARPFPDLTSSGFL
Fh CTSL1 inh: counter-screen for PFM18AAP inhibitors: inhibitors of F. hepatica cathepsin L1; recombinant F. hepatica cathepsin L1, Z-Leu-Arg-MCA fluorescence; inhibition, % at 5.96 µM; actives 0.49% (n = 300,000);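 active means inhibition above the mean of all tested compounds plus 3 SD, set per screening campaign, cut at about 17% in these data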;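 further: 0% = plate median of test compound wells and 100% = 1 µM Z-Phe-Ala-diazomethylketone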
PP1 inh: blocks human PP1-alpha phosphatase, a PP5 counter-screen; purified PP1alpha, OMFP fluorescence; inhibition, % at 6.7 µM; actives 0.9% (n = 320,000); AID 2235;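 active means inhibition above the mean inhibition of all tested compounds plus 3 SD, computed separately for each screening campaign, cut at about 15% in these data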
proCasp3 act: procaspase-3 (human) activation | recombinant procaspase-3 D3A, Ac-DEVD-pNA absorbance 405 nm | activation, % at 8.5 µM | actives 0.11% (n = 330,000) | AID 463141;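 active means activation above the mean of all tested compounds plus 3 SD, cut at about 21% in these data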;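 further: 0% = DMSO alone and 100% = DMSO wells spiked with extra 5 µM PC-3 D3A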
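Assay system: Autoprocessing-dead procaspase-3 D3A mutant enzyme; also added: Ac-DEVD-pNA; doses: one concentration, 8.5 µM nominal, 0.8% DMSO; times: 1 h compound preincubation, 2 h substrate hydrolysis at 25 °C; technique: 405 nm absorbance of p-nitroaniline, reads at 0 and 120 min; measure: % activation between DMSO and enzyme-spiked controls; repeats: single replicate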
procasp7 counter: counter-screen for procaspase-3 activators: activators of human procaspase-7; recombinant procaspase-7, Ac-DEVD-pNA absorbance 405 nm; D23A/D198A/D206A triple mutant, cannot self-cleave; scale: DMSO 0, 5 µM enzyme 100; activation, % at 8.5 µM; actives 0.093% (n = 330,000); AID 463210;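 active means percent activation above the screen-wide mean plus 3 SD, cut at about 25% in these data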
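System: Procaspase-7 triple mutant (PC-7 D3A); measure: % activation from two-timepoint absorbance difference, scaled to controls; times: 1 h compound preincubation, 2 h substrate cleavage, 25 °C; also added: Ac-DEVD-pNA substrate, 400 µM as added; measured by: Epi-absorbance of released pNA at 405 nm, two timepoints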
HCV core dimer: blocks dimerization of HCV core protein | AID 1899 | inhibition, % at 5 µM | actives 0.33% (n = 300,000) | TR-FRET GST/Flag-core106 dimerization, 1536-well;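 active means inhibition above the mean of all tested compounds plus 3 SD, set per screening campaign, cut at about 45% in these data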
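Test system: GST/Flag-tagged HCV core106 proteins; Medium: KF-containing HEPES buffer, pH 7.45, DTT, CHAPS, BSA; Times: compound-protein-antibody incubation 4 h at 22.5 °C; Detection: TR-FRET 671 and 617 nm emission; Benchmarks: wells lacking GST-core106 and wells with excess unlabelled core106.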
PP5 primary: inhibitors of human protein phosphatase 5 (PP5). P53041. purified PP5c, OMFP substrate fluorescence. inhibition, % at 6.7 µM. actives 0.18% (n = 320,000). AID 1987;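 active means inhibition above the campaign's mean inhibition across all tested compounds plus 3 SD, cut at about 9.5% in these data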;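 further: 0% = DMSO only and 100% = 100 µM cantharidin control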
TPT1 inh: blocks Candida albicans tRNA 2'-phosphotransferase. recombinant caTPT1, FP RNA substrate dephosphorylation. inhibition, % at 5 µM. actives 0.81% (n = 300,000);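 active means inhibition above the mean of all tested compounds plus 3 SD, set per screening campaign, cut at about 24% in these data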;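 further: plate controls were DMSO alone for no effect and ferristatin control at 100 nM for full effect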
The depositor's hits bear a star; · = not tested or not shown.

No.	SMILES	PAFAH2 FP inh	AHR activator	Fh CTSL1 inh	PP1 inh	proCasp3 act
1	CCC(=O)N1N=C(c2ccc(C)o2)CC1c1ccc(OC)cc1 (stereo not given)	-4	1	-3	8	14
2	COC(=O)Cn1c(=NC(=O)C(C)(C)C)sc2c(C)cc(C)cc21	1	1	-1	0	3
3	O=C(c1ccco1)N1CCN(c2ccc([N+](=O)[O-])cn2)CC1	-2	-4	2	1	-5
4	C/C=C(\C)C(=O)OC(C)(C)[C@@H]1Cc2cc3ccc(=O)oc3cc2O1	-5	11	·	1	0
5	O=C(Cn1ccc(NC(=O)OCc2ccccc2)nc1=O)NCc1nc2ccccc2[nH]1	-3	-3	·	-3	3
6	Cc1ccc(NS(=O)(=O)c2ccc(CCC(=O)NCCO)cc2)cc1	4	0	-1	-2	-8
7	Cc1ccc(-n2nc3c(=O)n(CCCC(=O)NCc4ccc(C)o4)nc(C)c3c2C)cc1	-1	-1	3	-4	-2
8	CN1CC(C(=O)Nc2ccc(F)c(Cl)c2)CC1=O (stereo not given)	9	0	-1	-2	-3
9	COC(=O)Cc1ccc2sc(-c3ccccc3)nc2c1	1	3	-2	-4	4
10	CCN(CC(=O)Nc1cccc(S(=O)(=O)N2CCOCC2)c1)Cc1ccccc1	4	-1	-2	-5	12

No.	procasp7 counter	HCV core dimer	PP5 primary	TPT1 inh
1	0	0	1.6	3
2	-7	10	2.6	0
3	-3	8	-3.0	0
4	9	·	0.9	·
5	1	·	2.2	·
6	6	-2	-1.8	-2
7	2	9	0.6	-3
8	-2	1	2.4	3
9	-10	9	0.7	0
10	8	3	-0.8	-2

Given in transposed form: entries from further up.
4	C/C=C(\C)C(=O)OC(C)(C)[C@@H]1Cc2cc3ccc(=O)oc3cc2O1
5	O=C(Cn1ccc(NC(=O)OCc2ccccc2)nc1=O)NCc1nc2ccccc2[nH]1

Compound,4,5
PAFAH2 FP inh,-5,-3
AHR activator,11,-3
Fh CTSL1 inh,·,·
PP1 inh,1,-3
proCasp3 act,0,3
procasp7 counter,9,1
HCV core dimer,·,·
PP5 primary,0.9,2.2
TPT1 inh,·,·

The list goes on.
No.	SMILES	PAFAH2 FP inh	AHR activator	Fh CTSL1 inh	PP1 inh	proCasp3 act
11	Cc1ccc2nc(SCC(=O)Nc3cccc(S(=O)(=O)N(C)C)c3)[nH]c2c1	-9	11	3	5	-1
12	CCC(=O)N/C(=N/c1nc(C)cc(C)n1)Nc1ccccc1	-4	27	-5	1	3
13	CCOC(=O)c1ccc(N2CSC3=C(C#N)C(c4cccs4)CC(=O)N3C2)cc1 (stereo not given)	-1	0	2	-2	-19
14	Cc1cc(Cl)ccc1OCC(=O)NNC(=O)CCOc1ccccc1	5	3	·	-2	-2
15	c1ccc(Cc2noc(CN3CCN(CCOc4ccccc4)CC3)n2)cc1	-7	3	11	-3	4
16	Cn1c(Cn2c(=O)sc3ccccc32)nnc1SCC(=O)Nc1ccccc1	1	9	-5	-2	-2
17	CN(Cc1ccccc1)C(=O)CN1C(=O)COc2ccc(S(=O)(=O)N3CCCC3)cc21	-4	3	-1	-3	-3
18	Cc1c(Cl)c(=O)oc2cc(OCC(=O)NCc3cccs3)ccc12	-1	-6	-1	9	12
19	CCN(CC)S(=O)(=O)c1cc(NC(=O)COC(=O)CCc2nc3ccccc3s2)ccc1C	4	0	-10	0	-5
20	COC(=O)C1=C(C(=O)OC)C(c2ccc(OC)c(OC)c2)c2sc(=O)[nH]c2S1 (stereo not given)	-1	0	2	1	-8

No.	procasp7 counter	HCV core dimer	PP5 primary	TPT1 inh
11	1	-1	2.2	0
12	6	-2	2.3	0
13	-21	15	0.3	0
14	5	·	4.2	·
15	0	1	-6.2	-1
16	4	-2	-1.2	0
17	1	-5	1.4	0
18	0	-11	3.2	-2
19	6	2	2.9	0
20	0	-8	-0.1	-4

Continuation:
No.	SMILES	PAFAH2 FP inh	AHR activator	Fh CTSL1 inh	PP1 inh	proCasp3 act
21	O=C(CNC(=O)c1ccco1)NCC(=O)OCc1ccc(C(=O)Oc2ccc(Cl)cc2)cc1	12	0	1	-3	0
22	O=C(Nc1ccc(Cl)c(S(=O)(=O)N2CCCC2)c1)c1cc(=O)[nH]c2ccccc12	4	10	·	·	5
23	Cc1nn(Cc2ccccc2Cl)c2sc(C(=O)Nc3nccs3)cc12	-2	102*	2	2	3
24	COC(=O)/C(N=Nc1c(C)n(C)n(-c2ccccc2)c1=O)=C(\C)O	0	41	1	-1	11
25	COC(=O)c1c(C)nc2nonc2c1N	8	7	5	1	0
26	CCOc1ccccc1N1CCN(C/C=C/c2ccc(N(C)C)cc2)CC1	-2	0	4	-3	-4
27	CCc1ccc(NC(=O)C(CC)Sc2nc3cc4c(cc3c(=O)n2Cc2ccco2)OCO4)cc1 (stereo not given)	-3	-1	-2	0	-11
28	COc1ccccc1-n1c(N)c(C(=O)NCC2CCCO2)c2nc3ccccc3nc21 (stereo not given)	11	20	-1	0	4
29	O=C(Nc1ccccc1F)c1ccc(COc2ccc(Cl)cc2Cl)o1	2	19	2	-5	7
30	O=C(CCC1CCCCC1)Nc1c[nH]c(=O)[nH]c1=O	2	1	-2	-2	8

No.	procasp7 counter	HCV core dimer	PP5 primary	TPT1 inh
21	7	2	0.1	-3
22	5	·	·	·
23	6	15	1.7	-3
24	2	3	0.3	17
25	-8	2	-0.5	0
26	-1	-9	1.7	-5
27	3	8	5.1	0
28	-4	7	3.1	3
29	12	8	4.6	4
30	15	1	1.3	-2

Remaining list, next part.
No.	SMILES	PAFAH2 FP inh	AHR activator	Fh CTSL1 inh	PP1 inh	proCasp3 act
31	CC(Sc1ccccc1)C(=O)N1CCN(S(=O)(=O)c2cccc(Br)c2)CC1 (stereo not given)	2	1	1	4	-2
32	O=C(c1cccs1)N1CCN=C1SCc1ccccc1	-2	-7	7	2	5
33	Cc1cccc(C)c1NC(=S)N(CCCN1CCN(C)CC1)Cc1cccs1	2	1	0	0	6
34	COc1ccccc1C(O)Cc1nc2ccccc2n1C (stereo not given)	-5	2	-2	-7	7
35	COc1ccc(OC)c(/C=C/C(=O)NC2=NCCS2)c1	-2	28	0	-2	5
36	CCC(C(=O)N1CCC(N2CCCCC2)CC1)n1nc(C)c2sc3ccccc3c2c1=O (stereo not given)	2	2	1	-1	1
37	Cc1cccc(N2CCN(Cc3oc(CO)cc(=O)c3O)CC2)c1C	4	0	-4	0	7
38	COc1cccc(C2(O)CCN(C(=O)C3CCC3)CC2)c1	-3	6	3	2	1
39	COc1ccc(N(CC(=O)N2CCc3ccccc3C2)S(C)(=O)=O)cc1	1	2	4	1	-3
40	N#Cc1cnc(Nc2nc3ccccc3o2)nc1-c1ccccc1	6	32	4	-4	-3

No.	procasp7 counter	HCV core dimer	PP5 primary	TPT1 inh
31	-3	3	2.2	2
32	8	-5	2.0	5
33	6	3	0.6	2
34	9	0	0.6	-1
35	3	-3	-0.9	0
36	8	-3	1.5	-3
37	-5	-6	0.5	1
38	-3	-5	-0.4	9
39	7	1	-0.1	0
40	5	21	1.4	-2

The last 4 compounds of the section before lead into the next.
No.	SMILES	PAFAH2 FP inh	AHR activator	Fh CTSL1 inh	PP1 inh	proCasp3 act
37	Cc1cccc(N2CCN(Cc3oc(CO)cc(=O)c3O)CC2)c1C	4	0	-4	0	7
38	COc1cccc(C2(O)CCN(C(=O)C3CCC3)CC2)c1	-3	6	3	2	1
39	COc1ccc(N(CC(=O)N2CCc3ccccc3C2)S(C)(=O)=O)cc1	1	2	4	1	-3
40	N#Cc1cnc(Nc2nc3ccccc3o2)nc1-c1ccccc1	6	32	4	-4	-3
41	COc1ccccc1-n1cnnc1SCC(=O)NC1CCCCC1	-3	1	·	-3	-3
42	COc1ccc(NC(=O)CSc2ccccn2)c([N+](=O)[O-])c1	·	2	-5	1	-7
43	CN(CC1CCCCO1)C(=O)c1cc(COc2ccc(F)cc2Cl)on1 (stereo not given)	11	2	3	-1	5
44	COc1c(Cl)cc(Br)c(OC)c1C(=O)NC(=O)Nc1nc(C)cc(C)n1	4	-2	1	-2	4
45	Cc1ccc(C(=O)CSc2nnc(-c3ccncc3)n2C)cc1	8	-1	2	-1	-7
46	CN1CCN(C(=O)C2CCCN(c3ncnc4c3nc3n4CCCCC3)C2)CC1 (stereo not given)	-1	0	1	0	5
47	O=C(O)c1cc(-c2cccnc2)nc2ccccc12	7	0	6	-8	-8
48	CCOC(=O)c1c(C)n(C)c2cc(-c3cccc(C(F)(F)F)c3)c(O)cc12	4	49*	5	-1	-9
49	CCCNC(=O)C1CC(=O)N(c2ccc(OCC(=O)Nc3cccc(C)c3C)cc2)C1 (stereo not given)	6	5	0	-3	15
50	CN(/N=C/c1ccc2c(c1)OCO2)c1ccccc1	-3	29	-1	-4	5
51	CC1CC(=O)Nc2ccccc2N1C(=O)COc1ccc2cc(Br)ccc2c1 (stereo not given)	7	2	·	2	7

No.	procasp7 counter	HCV core dimer	PP5 primary	TPT1 inh
37	-5	-6	0.5	1
38	-3	-5	-0.4	9
39	7	1	-0.1	0
40	5	21	1.4	-2
41	-17	·	1.4	·
42	13	-3	3.4	-3
43	-6	-3	1.6	-2
44	-2	2	-1.2	3
45	-5	-2	-0.2	-4
46	8	1	1.0	-2
47	9	3	2.9	-3
48	-3	0	-1.4	-2
49	7	-2	1.5	5
50	3	-24	0.1	3
51	1	·	2.9	·

Screening data from PubChem.
